# High-throughput results (PubChem)
# Pf Dd2 inh = blocks in vitro growth of P. falciparum Dd2; P. falciparum Dd2 growth, SYBR Green, 72 h; Potency, µM (series often up to 28.9 µM), for inactives: top-dose activity, negative = inhibition, hits mostly inhibitors; hit rate 4.3% among 120,000; active = well fitted inhibition curve with a large enough effect; inconclusive = small, poorly fitted or top-dose-only effect; inactive = no such curve, though single readings can be large or run the other way;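 also: plate controls were DMSO vehicle for no effect and reference drug for full effect; nearly all actives have a fitted effect of over 65% in size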
#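 Readout: SYBR Green fluorescence, 485 nm excitation, 535 nm emission, after ~16 h lysis at 37C. Before that, Dd2-infected red cells (2.5% hematocrit) grew 72 h with compound, 29 uM top final concentration.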
# * marks the source's active call; other numbers are inactive results; i = inactive; ? = inconclusive; [ ] = dose if it differs, or a comment. Potency is read from the fitted curve at half-maximal effect.
SMILES,Pf Dd2 inh
Cc1cc(N)n(CC(=O)N[C@@H]2COCC[C@@H]2OCc2cscn2)n1,0.3%
CCCC(=O)Nc1ccc(C(=O)N2CCc3nc(C)n(C)c(=O)c3CC2)cc1,4.2%
CCN(CC)C(=O)C(C)[C@@H]1CC[C@@]2(C)CC[C@H](NC(=O)c3ccccc3)[C@@H](C)[C@@H]2[C@H]1O (stereo partly specified),?
Cc1ccc(Cl)cc1N1CCN(C(=O)c2ccc3nc(N4CCC(C)CC4)sc3c2)CC1,?
CCn1ccc(C(=O)N2C[C@@H](COc3ccccc3)[C@H](C(N)=O)C2)n1,i
Cc1ncc2n1C(=O)N(C1CCN(C(=O)c3cccc(Cl)c3)CC1)C2,-6.8%
COc1ccc(CCC(=O)N2CCCC(c3nc(-c4ccccc4)no3)CCNC(=O)CC2)cc1 (stereo unspecified),?
CCN1c2cc(C(=O)NCc3ccc(OC)cc3)ccc2C(=O)N2CCCCCC21 (stereo unspecified),i
COc1cccc(CN2CC3(CCN(C)C3)c3cc(C(=O)NC4CCCCC4)ccc32)c1 (stereo unspecified),?
COc1ccc(-c2cn3nc(N4CCC(C(=O)Nc5ccc(C)cc5)CC4)sc3n2)cc1,i
CCOc1ccc(Cl)cc1CN(C)c1cc(C2CC(O)C2)nc(N)n1 (stereo unspecified),11.2µM*
O=C(Cn1nc2n(c1=O)CCCCC2)Nc1ccc2c(c1)OCO2,29.5%
COc1ccc2c(c1)c1c(c(=O)n(-c3ccc(F)c(Cl)c3)c(=O)n1CC(=O)N1CCCC1)n2C,8.8%
c1ccc(-c2noc(-c3cncnc3NCc3ccco3)n2)cc1,i
O=C(c1ccc2c(c1)OCO2)N1CCC2(CC1)COc1ccccc1CN2,1.26µM*
CCCS(=O)(=O)N1CCC(N2C(=O)[C@H](OC)[C@@H]2c2ccncc2)CC1,13.8%
Cc1ccc2oc(=O)n(CCNC(=O)Nc3ccc(Cl)cc3)c2c1,24.8%
CCCN1C(=O)Cc2ccccc2C1C(=O)N1CCN(c2ccccc2)CC1 (stereo unspecified),?
CN(C)C[C@@H]1CN(S(C)(=O)=O)C[C@H]1NC(=O)c1cccc(F)c1,-19.6%
COCCc1nncn1C1CCN(S(=O)(=O)c2ccc(Br)cc2)CC1,i
CC1CCCCN1C(=O)CSc1n[nH]c(-c2ccccc2)n1 (stereo unspecified),0.1%
O=C(N[C@@H]1CCN(Cc2ccc3nsnc3c2)C[C@H]1O)c1cnccn1,7.4%
CS(=O)(=O)N1C[C@@H]2CN(C(=O)C3CCOCC3)C[C@]2(C(=O)O)C1,-4.7%
CC(=O)Nc1cc(C(=O)N(C)Cc2ccco2)c2ccc(C)nc2c1,7.6%
COCCN1CC(CO)C2(CCN(Cc3ccc(F)c(Cl)c3)CC2)C1 (stereo unspecified),?

# Some of the entries above, reformatted:
SMILES | Pf Dd2 inh
COCCc1nncn1C1CCN(S(=O)(=O)c2ccc(Br)cc2)CC1 | i
CC1CCCCN1C(=O)CSc1n[nH]c(-c2ccccc2)n1 (stereo unspecified) | 0.1%
O=C(N[C@@H]1CCN(Cc2ccc3nsnc3c2)C[C@H]1O)c1cnccn1 | 7.4%

# Returning to the listing, starting five compounds before the break.
SMILES,Pf Dd2 inh
CC1CCCCN1C(=O)CSc1n[nH]c(-c2ccccc2)n1 (stereo unspecified),0.1%
O=C(N[C@@H]1CCN(Cc2ccc3nsnc3c2)C[C@H]1O)c1cnccn1,7.4%
CS(=O)(=O)N1C[C@@H]2CN(C(=O)C3CCOCC3)C[C@]2(C(=O)O)C1,-4.7%
CC(=O)Nc1cc(C(=O)N(C)Cc2ccco2)c2ccc(C)nc2c1,7.6%
COCCN1CC(CO)C2(CCN(Cc3ccc(F)c(Cl)c3)CC2)C1 (stereo unspecified),?
CC(C)NC(=O)CCC(=O)N1Cc2ccccc2Oc2ncccc21,86.5%[activator][5.79 µM]
COc1ccc(C(=O)N2CCC(n3cc(-c4nc(C(C)C)no4)nn3)C2)cc1F (stereo unspecified),i
O=c1[nH]c2cccnc2n1CCc1ccccc1,i
CCC[C@H]1CN(Cc2c(C)noc2C)C[C@@H]1NC(=O)C1CCOCC1,-3.7%
CCN(CC1CCN(C2CCN(C)CC2)CC1)C(=O)c1ccc(-c2ccccc2)cc1,12.6µM*
COc1ccccc1Oc1c(CCC(=O)NCc2ccccc2)c(C)nn1-c1ccc(F)cc1,?
c1ccc(-c2nc(-c3ccncc3)no2)c(OC2CCNC2)c1 (stereo unspecified),12.6µM*
CCn1c(=O)cc(SCC(=O)N2CCN(c3cc(C)ccc3C)CC2)c2ccccc21,6.6%
CCN(CC)c1ccc(C(=O)N2CCc3c([nH]c4ccccc34)C2c2ccc(F)cc2)cc1 (stereo unspecified),?
O=C(c1cccnc1)N1CCC2(CC1)N=C(c1ccc(Cl)cc1)NO2,i
O=C(Cc1ccccc1)N1CCC2(CC1)CNS(=O)(=O)c1cccnc1O2,0.0%
COc1ccc(-c2nc3c(c(=O)[nH]2)CCN(S(=O)(=O)c2cccs2)C3)cc1,i
CCCN1C(=O)NC(CC(=O)NCc2c(C)ncc3c2CCNC3)C1=O (stereo unspecified),-6.1%
Cc1c(C)n(Cc2ccc(F)cc2)c2ccc(C(=O)N3CCN(c4ccc(F)cc4)CC3)cc12,i
CCOc1ccccc1CNCc1c(C(=O)O)n(Cc2ccc(F)cc2)c2cc(C)ccc12,?
COc1ccc(NC(=O)CSc2nc(-c3ccccc3)cc(-c3cc(OC)c(OC)c(OC)c3)c2C#N)c(OC)c1,6.31µM*
COc1ccc(-c2cnc(NC(=O)Cc3ccccc3)c3c2CCO3)cn1,16.5%[44.1 µM]
COCCOCC(=O)N1CC[C@H]2C(=O)NCCCCCCN(Cc3ccncc3)[C@@H]2C1,10.4%
CC(C)CCN1CC2(CCCN(S(=O)(=O)N3CCOCC3)C2)CCC1=O (stereo unspecified),i
CN1CCN(CCNC(=O)c2cnn(-c3ccc(F)cc3)c2C2CCN(C(=O)OC(C)(C)C)CC2)CC1,?
CC(C)(C)CC(=O)N1CCC(N2C(=O)C3(CCCCC3)C2c2ccncc2)CC1 (stereo unspecified),?
CCCCOc1ccc(C(=O)N2CCC(c3n[nH]c(=O)n3-c3ccc(C)cc3)CC2)cc1,i
Cc1ccc(C2C=C(c3ccc(Cl)cc3)Nc3nc(NC(=O)CCC(=O)O)nn32)cc1 (stereo unspecified),9.0%
CCN1CCC2(Cc3ccccc3CN(C(=O)c3cccc(Cl)c3)C2)C1 (stereo unspecified),?
CCOc1ccc(C(=O)N(Cc2nc(-c3cccc(C)c3)no2)C(C)C)cc1,11.6%
SMILES,Pf Dd2 inh
O=C1CCN(Cc2cccnc2)CCCC(C(=O)NCCN2CCOCC2)CCN1 (stereo unspecified),25.3%
CCc1noc(-c2cccn3c(CNC(=O)c4cc5ccccc5[nH]4)nnc23)n1,-7.0%
CCOc1ccc(C(=O)N2CCN(CCc3ccccn3)CC2)cc1,2.82µM*
COCC(=O)NC[C@@H]1C=C(C)[C@H](Cc2nc3ccc(C)cc3[nH]2)C[C@H]1C(C)C,?
Cc1ccc(OCC(=O)N(Cc2ccco2)C2CCS(=O)(=O)C2)cc1 (stereo unspecified),79.3%[activator]
Fc1ccc(-c2nnc(CN3CCN(c4ccccn4)CC3)o2)cc1,20.1%[0.594 µM]
CCOC(=O)C1CCCN(C(=O)c2cc3c(Cl)nc4ccccc4c3s2)C1 (stereo unspecified),-16.0%
CCCNC(=O)N(C1CCOCC1)C1CCN(C(=O)Cc2ccccc2F)CC1,-1.8%
CC1(c2ccccc2)N(Cc2ccccc2C#N)C(=O)OC12CCN(C(=O)COc1ccccc1)CC2 (stereo unspecified),?
CN(C)C[C@@H]1CN(c2ncccn2)C[C@H]1NC(=O)c1ccncc1,i
Cn1nccc1C(=O)N1CC(c2ncc3c(-c4ccccc4)nccn23)C1,-15.7%[44.1 µM]
CN1C(=O)CS(=O)(=O)C12CCN(C(=O)CC(C)(C)C)CC2,-1.0%
O=C(NCCc1ccc(Cl)cc1)c1ccc(CS(=O)(=O)Cc2ccc(F)cc2)o1,15.9%
O=C(NCCc1ccccc1)c1ccc(CSc2nc3ccncc3n2Cc2ccccc2)cc1,8.91µM*
COc1ccc(Nc2ncc3c(n2)CCN(Cc2cc(Br)cs2)C3)c(OC)c1,45.7%[activator]
O=C(NCc1ccccc1Cl)c1noc(-c2ccc(F)cc2)n1,3.7%
Cc1ccc(-c2cc3c(=O)n(CCNC(=O)c4cccc(N(C)C)c4)ccn3n2)cc1C,-15.4%
O=C(Nc1ccc2oc(-c3ccccc3)nc2c1)C1CCN(c2cnn(Cc3ccccc3)c(=O)c2)C1 (stereo unspecified),2.51µM*
COc1cc(CNC(=O)C2Cn3cccc3C(=O)N2CC(C)C)cc(OC)c1 (stereo unspecified),-20.6%
Cc1nc(CCNC(=O)NC2CCCC2)no1,72.1%[activator]
O=C(NC1CC1)c1ccccc1OC1CN(Cc2cccc(F)c2)C1,-14.0%
Cc1ccc(-n2nc(C)c(C(=O)NCCCN3CCN(c4ccc(F)cc4)CC3)c2-n2cccc2)cc1,i
COc1ccc(Cl)cc1-c1ccc2c(n1)CN(CCOc1ccccc1)C(=O)CO2,i
CC1CCCN(Cc2cn3c(-c4cccc(Br)c4)nnc3s2)C1 (stereo unspecified),21.6%
CCOc1ccc(CNC(=O)c2[nH]c3ccccc3c2Sc2ccc(C)cc2)cc1,-5.1%
SMILES,Pf Dd2 inh
CCOc1ccccc1CNC(=O)c1cc2c(=O)n(Cc3cccnc3)ccc2nc1C,-4.6%
CC(=O)c1ccc(N2CCN(S(=O)(=O)c3ccc(-c4coc(C)n4)cc3)CC2)cc1,18.3%
COCCCN1CCc2c(n(Cc3ccccc3)n(-c3ccccc3)c2=O)C1,11.2µM*
CNC(=O)[C@@H]1CN(Cc2ccc(OCC(C)C)c(OC)c2)C[C@H]1CO,-34.8%
Cc1ccc(C(=O)N2CCC(c3nnc(Cn4cncn4)n3C)CC2)cc1F,1.8%
CCOC(=O)c1ccc(NC(=O)N2Cc3[nH]cnc3C[C@H]2c2nc(-c3ccc(C)cc3)no2)cc1,-8.0%
O=C1CCC2(CCCN(C(=O)c3ccc(F)cc3)C2)CN1CCc1cnc[nH]1 (stereo unspecified),-3.2%
Cn1cccc1C(=O)N1CCCC(n2cc(-c3nc(C4CC4)no3)nn2)C1 (stereo unspecified),i
O=C(CC[C@@H]1CNC(=O)[C@@H]2C[C@H](NC(=O)Nc3ccsc3)CN12)NCc1cccs1,-15.7%
CC(C)Cc1cc(C(=O)N[C@H]2CN(C(=O)N(C)C)C[C@@H]2C2CC2)nc(N)n1,8.8%
Cc1ccc(/C=C/c2onc(C)c2S(=O)(=O)N2CCC(C(=O)Nc3ccc(OC(F)(F)F)cc3)CC2)cc1,62.5%[activator]
CN(C)C[C@H]1O[C@@H](CO)[C@@H](O)[C@H]1N1CCCC1,-18.3%[44.1 µM]
O=C(c1cccc(Cl)c1)N1CCn2c(nn(-c3ccc(F)cc3)c2=O)C1,-2.3%
CN(Cc1ccccc1)C(=O)[C@@H]1Cc2nc[nH]c2CN1C(=O)CCC(=O)O,11.5%[44.1 µM]
O=C(C[C@H]1NC(=O)c2ccccc2NC1=O)Nc1ncc[nH]1,-24.1%
CCC(C(=O)OC)n1cnc2c(cnn2-c2ccc(F)cc2)c1=O (stereo unspecified),22.4%
CN(C)Cc1cn([C@H]2CO[C@H]3[C@@H]2OC[C@@H]3NC(=O)NC2CCCCC2)nn1,0.8%[44.1 µM]
O=C(NCc1ccccc1C(F)(F)F)C1CCN(C(=O)C2CCC2)CC1,1.6%
Cc1noc(C)c1CCCNC(=O)c1ccc(NC[C@H]2C[C@H]3C=C[C@H]2C32CC2)nc1,?
Cn1ccnc1CN1CCCC(CCc2ccccc2)C1 (stereo unspecified),11.2µM*
Cc1cc(C)cc(Nc2cc(C(=O)NCc3ccccc3)c3ccccc3n2)c1,?
N#C/C(=C\c1ccc(Cl)cc1)c1nc2ccccc2[nH]1,i
CC1CCC2(CC1)NC(=O)N(CC(=O)Nc1ccccc1C(F)(F)F)C2=O (stereo unspecified),i
Cc1ccc(NS(=O)(=O)c2ccc3c(c2)CCN3C(=O)C2CC2)c(C)c1,58.5%[activator]
CCOc1ccccc1N1CCN(C(=O)[C@H]2CCC[C@H]2NC(=O)c2cnc(C)cn2)CC1,-9.0%
SMILES,Pf Dd2 inh
CCOc1cccc(-c2nc(C(=O)NCCc3ccccc3OC)cs2)c1,i
O=C(O)CO[C@@H]1COCC[C@H]1NC(=O)CCCn1cncn1,-1.9%
CCOC(=O)c1nnc2c(-c3ccc(Cl)cc3)c(C)nn2c1N,32.0%[activator]
O=C(C1CCCCC1)N1CC[C@H](c2nc3ccccc3s2)C1,-25.5%[44.1 µM]
COc1ccc(C(=O)N2CCC(C3CCN(C)CC3)C2)cc1F (stereo unspecified),0.0%
O=C(c1ccco1)N1CCc2nc3cc(-c4ccccc4Cl)[nH]n3c(=O)c2C1,i[5.79 µM]
O=C(c1ccc2ccccc2n1)N1C[C@@H](CO)[C@H](c2ccncc2)C1,-28.9%
CCC(CC)C(=O)Nc1ccc(OCc2cc(=O)n3c4c(sc3n2)CCCC4)cc1,-1.8%
COc1ccc(N2CCN(C(=O)CSc3nc(-c4ccccc4)no3)CC2)cc1,2.82µM*
Cc1ccccc1C(=O)N1CCc2nc(C3CC3)nc(-c3ccc(O)cc3)c2CC1,8.91µM*
CCc1noc(-c2cn(C3CCN(C(=O)c4ccc(OC)c(OC)c4)C3)nn2)n1 (stereo unspecified),i

# Exported as tab-separated lines: entries from further up
canonical_smiles	Pf Dd2 inh
O=C(c1ccco1)N1CCc2nc3cc(-c4ccccc4Cl)[nH]n3c(=O)c2C1	i[5.79 µM]
O=C(c1ccc2ccccc2n1)N1C[C@@H](CO)[C@H](c2ccncc2)C1	-28.9%
CCC(CC)C(=O)Nc1ccc(OCc2cc(=O)n3c4c(sc3n2)CCCC4)cc1	-1.8%
COc1ccc(N2CCN(C(=O)CSc3nc(-c4ccccc4)no3)CC2)cc1	2.82µM*

# The list is partial, so the mix of outcomes need not match the whole.
